High-throughput results (PubChem)
UGM FP inh: inhibitors of M. tuberculosis UDP-galactopyranose mutase; purified UGM, fluorescence polarization probe displacement; inhibition, % at 10 µM; actives 0.06% (n = 320,000); AID 504406; in the data active means inhibition above about 10%, passing the limit was not always enough; inconclusive means no clear call, values can overlap the other calls
GDH-TPI inh: GDH-TPI coupled enzyme inhibition counter-screen; inhibition, % at 4.8 µM; GDH-TPI coupled enzyme counterscreen, NADH absorbance; actives 1.2% (n = 360,000);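 further: 0% = DMSO wells and 100% = wells lacking the enzyme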
CCHF vOTU inh: CCHFV vOTU protease inhibition | Pep-AMC fluorescence | inhibition, % at 11.5 µM | actives 0.55% (n = 370,000); further: 0% = vehicle wells with enzyme and 100% = no enzyme wells
Rv3671c inh: inhibits the M. tuberculosis serine protease Rv3671c | actives 0.048% (n = 320,000) | AID 2606 | inhibition, % at 5.96 µM; in the data active means inhibition above about 38%;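 further: extracellular domain of Rv3671c used as enzyme; 0% = enzyme with DMSO and 100% = no enzyme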
Target sequence (P9WHR9 whole entry, looked up, the tested form may be a part): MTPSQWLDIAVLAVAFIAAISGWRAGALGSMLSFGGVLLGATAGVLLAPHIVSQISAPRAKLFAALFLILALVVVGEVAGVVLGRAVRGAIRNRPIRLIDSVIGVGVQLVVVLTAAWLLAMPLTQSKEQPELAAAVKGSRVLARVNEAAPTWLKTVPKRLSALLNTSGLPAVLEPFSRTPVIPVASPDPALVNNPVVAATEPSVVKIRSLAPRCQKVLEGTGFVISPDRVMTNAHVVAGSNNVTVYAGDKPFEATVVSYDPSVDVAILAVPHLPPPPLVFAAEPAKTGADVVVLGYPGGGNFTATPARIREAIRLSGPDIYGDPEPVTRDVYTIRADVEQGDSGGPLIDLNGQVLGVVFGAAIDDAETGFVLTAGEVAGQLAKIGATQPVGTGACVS
Mtb FBA inh: Mtb fructose-bisphosphate aldolase inhibition. inhibition, % at 1 µM. actives 2.3% (n = 360,000). purified M. tuberculosis FBA, fluorescence read-out. P9WQA3; in the data active means inhibition above about 27%;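 further: 0% = vehicle and 100% = reference inhibitor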
Target sequence (P9WQA3 whole entry, looked up): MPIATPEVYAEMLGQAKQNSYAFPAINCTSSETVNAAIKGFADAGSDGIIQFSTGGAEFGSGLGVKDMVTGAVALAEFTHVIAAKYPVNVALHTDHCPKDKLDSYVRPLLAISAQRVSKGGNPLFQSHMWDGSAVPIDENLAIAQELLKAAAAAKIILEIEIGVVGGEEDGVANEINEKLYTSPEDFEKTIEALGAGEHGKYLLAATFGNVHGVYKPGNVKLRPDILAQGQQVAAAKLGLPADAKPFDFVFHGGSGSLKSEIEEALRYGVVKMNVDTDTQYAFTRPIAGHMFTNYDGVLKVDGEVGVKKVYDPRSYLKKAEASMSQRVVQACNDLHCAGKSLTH
DUSP3 inh: inhibitors of human VHR1 phosphatase (DUSP3). recombinant VHR phosphatase, pNPP absorbance. inhibition, % at 13.3 µM. actives 0.52% (n = 290,000). P51452; in the data active means inhibition above about 50%; further: some compounds called inactive have numbers as strong as hits
Target sequence (P51452 whole entry, looked up): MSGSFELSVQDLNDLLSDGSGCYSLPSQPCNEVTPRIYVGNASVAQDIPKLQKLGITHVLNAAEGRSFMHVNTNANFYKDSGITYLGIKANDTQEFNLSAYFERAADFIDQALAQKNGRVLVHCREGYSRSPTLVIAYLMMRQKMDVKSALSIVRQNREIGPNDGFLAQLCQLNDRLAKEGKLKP
BoNT F protease: BoNT F light chain protease inhibition. AID 588497. Multiplex microsphere protease cleavage assay, flow cytometry. actives 0.22% (n = 360,000). inhibition, % at 10 µM; in the data active means inhibition above about 35%, passing the limit was not always enough; inconclusive means no clear call, values can overlap the other calls; further: plate controls were buffer without enzyme for full effect and enzyme alone for no effect
Mtb BioA inh: BioA (M. tuberculosis) enzyme inhibition; purified M. tuberculosis BioA enzyme, plate reader; inhibition, % at 9.99 µM; actives 0.096% (n = 360,000); AID 602481; in the data active means inhibition above about 40%; inconclusive means no clear call, values can overlap the other calls
FadD28 binding: blocks FadD28 binding to the bisubstrate probe; actives 0.22% (n = 360,000); fluorescence polarization; inhibition, % at 12.5 µM; in the data active means inhibition above about 8.5%, passing the limit was not always enough; inconclusive means no clear call, values can overlap the other calls
MazEF act: activators of E. coli MazEF toxin-antitoxin RNase | actives 0.32% (n = 350,000) | activation, % at 20 µM | P0AE70 | FAM/BHQ RNA-DNA oligo cleavage fluorescence, 5 h; in the data active means activation above about 50%
Target sequence (P0AE70 whole entry, looked up): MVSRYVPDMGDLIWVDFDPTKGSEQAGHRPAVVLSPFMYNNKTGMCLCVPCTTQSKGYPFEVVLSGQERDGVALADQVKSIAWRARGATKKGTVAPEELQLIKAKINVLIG
* = called active by the depositor; ? = inconclusive; nt = no result given. Unless noted, no stated cut-off is given here; in the data, active means inhibition above about 30%; inactive means the rest.

SMILES	UGM FP inh	GDH-TPI inh	CCHF vOTU inh	Rv3671c inh	Mtb FBA inh	DUSP3 inh	BoNT F protease	Mtb BioA inh	FadD28 binding	MazEF act
CCC/C(=C1/c2ccccc2C(=O)N1c1ccccc1)c1ccc(O[C@@H]2CCCCO2)cc1	-0.2	16	11	-6	1	nt	5	-0.7	-6.5	-16
CC(C)C(C)NC(=O)COc1ncnc2ccccc12 (stereo not given)	0.8	10	5	0	-1	2	-2	0.9	-0.7	2
O=P(N1CCCCCC1)(N1CCCCCC1)N1CC1	nt	-7	-6	nt	3	nt	-3	0.9	-1.8	7
O=C(Nc1ccc(-n2cccc2)cc1)C1CC1	-0.7	12	-6	4	2	6	2	nt	-2.3	-5
COc1ccccc1N1CCN(C(=O)c2[nH]c(C(F)(F)F)nc2-c2ccccc2)CC1	nt	nt	-4	nt	0	nt	-9	0.7	0.0	nt
O=[N+]([O-])c1ccc(NCCNCCOc2nonc2-c2ccccc2)c([N+](=O)[O-])c1	-0.7	10	1	-3	0	19	-10	-2.5	-2.2	-15
CN(CC1CCOCC1)C(=O)CC1C(=O)NCCN1Cc1ccc(-c2ccccc2)cc1 (stereo not given)	-0.3	1	7	10	4	10	-8	nt	-3.0	-5
N#C/C(=C\c1c(Cl)cccc1Cl)c1nc2ccccc2o1	-1.0	12	-9	-12	4	26	49*	-1.8	-2.5	-18
Cc1ccc(S(=O)(=O)c2nc(S(C)(=O)=O)sc2N2CCC(O)CC2)cc1	1.6	13	5	0	-2	23	14	0.1	-0.4	2
CCCCSc1nc(C)c(CC(=O)O)c(=O)[nH]1	4.0	-6	-10	2	1	-4	-1	-2.0	0.0	5

Fetched one by one from above, seven records:
SMILES	UGM FP inh	GDH-TPI inh	CCHF vOTU inh	Rv3671c inh	Mtb FBA inh	DUSP3 inh	BoNT F protease	Mtb BioA inh	FadD28 binding	MazEF act
CCCCSc1nc(C)c(CC(=O)O)c(=O)[nH]1	4.0	-6	-10	2	1	-4	-1	-2.0	0.0	5
O=C(Nc1ccc(-n2cccc2)cc1)C1CC1	-0.7	12	-6	4	2	6	2	nt	-2.3	-5
CCC/C(=C1/c2ccccc2C(=O)N1c1ccccc1)c1ccc(O[C@@H]2CCCCO2)cc1	-0.2	16	11	-6	1	nt	5	-0.7	-6.5	-16
COc1ccccc1N1CCN(C(=O)c2[nH]c(C(F)(F)F)nc2-c2ccccc2)CC1	nt	nt	-4	nt	0	nt	-9	0.7	0.0	nt
N#C/C(=C\c1c(Cl)cccc1Cl)c1nc2ccccc2o1	-1.0	12	-9	-12	4	26	49*	-1.8	-2.5	-18
CN(CC1CCOCC1)C(=O)CC1C(=O)NCCN1Cc1ccc(-c2ccccc2)cc1 (stereo not given)	-0.3	1	7	10	4	10	-8	nt	-3.0	-5
O=[N+]([O-])c1ccc(NCCNCCOc2nonc2-c2ccccc2)c([N+](=O)[O-])c1	-0.7	10	1	-3	0	19	-10	-2.5	-2.2	-15

Additional structures follow.
SMILES	UGM FP inh	GDH-TPI inh	CCHF vOTU inh	Rv3671c inh	Mtb FBA inh	DUSP3 inh	BoNT F protease	Mtb BioA inh	FadD28 binding	MazEF act
COc1ccccc1NC(=S)N1CCN(Cc2ccccc2)CC1	0.7	0	5	0	-2	7	3	nt	-2.2	2
Cc1ccccc1CN1CCN(Cc2cc3ccccc3o2)CC1CCO (stereo not given)	-0.7	-2	-8	6	-5	-8	24	1.8	-3.8	19
CCCNC(=O)C(=O)Nc1cc2c3c(c1)CCC(=O)N3CCC2	1.9	2	-4	-16	1	7	1	-1.0	0.0	10
COCCCN1C(=O)c2ccc(C(=O)Nc3ccc(C)cc3C)cc2C1=O	1.0	2	-1	1	2	27	-23	-2.9	0.1	3
Cc1cc(C)cc(NC(=S)N2CCCC2)c1	-3.6	5	-7	nt	0	19	2	-1.1	-3.6	-5
COc1cccc(NC(=O)c2cccc(N3C(=O)C4C5C=CC(C5)C4C3=O)c2)c1 (stereo not given)	1.2	8	-4	-3	3	-4	0	-0.3	-1.6	4
CN(Cc1ccccc1)C(=O)c1ccc(NC(=O)Cc2cccc(NC(=O)C3CCCN(C(=O)C4CCC4)C3)c2)cc1 (stereo not given)	0.9	5	3	-10	3	nt	-3	-1.3	-2.7	-2
COc1ccc([C@@H]2C[C@@H](c3ccccc3)Oc3cc(OC)cc(OC)c32)cc1	nt	0	10	nt	-1	19	-2	-0.9	-3.0	1
COC(=O)c1cnn2c(C(F)(F)F)cc(-c3ccco3)nc12	0.5	17	-48	1	14	28	-20	-6.1	1.1	7
CC(C)(C)c1ccc(NNC(=O)C2CCC2)cc1	0.5	5	-2	9	2	-7	nt	7.6	-0.8	1

In the list so far, two have a CF3 group:
SMILES	UGM FP inh	GDH-TPI inh	CCHF vOTU inh	Rv3671c inh	Mtb FBA inh	DUSP3 inh	BoNT F protease	Mtb BioA inh	FadD28 binding	MazEF act
COc1ccccc1N1CCN(C(=O)c2[nH]c(C(F)(F)F)nc2-c2ccccc2)CC1	nt	nt	-4	nt	0	nt	-9	0.7	0.0	nt
COC(=O)c1cnn2c(C(F)(F)F)cc(-c3ccco3)nc12	0.5	17	-48	1	14	28	-20	-6.1	1.1	7

Following part
SMILES	UGM FP inh	GDH-TPI inh	CCHF vOTU inh	Rv3671c inh	Mtb FBA inh	DUSP3 inh	BoNT F protease	Mtb BioA inh	FadD28 binding	MazEF act
CCN(CC)CCCNC(=S)N(Cc1cccnc1)Cc1cc2cccc(C)c2[nH]c1=O	-1.0	7	-6	7	6	17	-4	nt	-2.9	12
CN(C)C(=S)N=c1ssc(=S)n1Cc1cccnc1	nt	3	-5	nt	-1	nt	2	nt	-5.5	-2
CNc1nc(Nc2ccc([N+](=O)[O-])cc2)nc(OCC(F)(F)F)n1	-0.9	20	-13	1	0	-4	17	-1.1	-1.1	30
O=C1CCCN1CCCNS(=O)(=O)c1cccc(F)c1	nt	-3	-13	-1	2	22	-3	-1.1	-2.5	-1
Cc1cc(C)nc(N2CCCC(C(=O)NCc3ccc4c(c3)OCO4)C2)n1 (stereo not given)	2.8	-4	-10	-8	3	14	5	nt	-0.3	9
Cc1cc(NC(=O)CCC(=O)N(Cc2cccs2)C(C(=O)NC2CCCC2)c2ccccc2)no1 (stereo not given)	-0.4	9	5	-3	-1	-10	11	-3.2	-0.2	-5
Cc1[nH]nc(N)c1-c1ccc(Cl)cc1	0.3	5	-12	-2	0	0	-4	nt	-4.4	-4
N/C(=N\OC(=O)COc1ccccc1)c1cccnc1	-1.1	0	-4	-2	1	nt	2	nt	0.0	6
CCOCCCNC(=O)c1cc(Cl)c(NC(=O)C2=C(C)OCCS2)cc1OC	1.5	-1	-3	-11	3	1	10	0.2	-4.2	6
CCn1cc(Br)c(C(=O)N(C)Cc2ccccc2)n1	2.4	9	-5	8	2	-4	-10	-5.6	0.3	1

Rewritten with values under each structure: entries from further up
Values run as follows: UGM FP inh | GDH-TPI inh | CCHF vOTU inh | Rv3671c inh | Mtb FBA inh | DUSP3 inh | BoNT F protease | Mtb BioA inh | FadD28 binding | MazEF act
> O=C1CCCN1CCCNS(=O)(=O)c1cccc(F)c1
  nt | -3 | -13 | -1 | 2 | 22 | -3 | -1.1 | -2.5 | -1
> Cc1cc(C)nc(N2CCCC(C(=O)NCc3ccc4c(c3)OCO4)C2)n1 (stereo not given)
  2.8 | -4 | -10 | -8 | 3 | 14 | 5 | nt | -0.3 | 9
> Cc1cc(NC(=O)CCC(=O)N(Cc2cccs2)C(C(=O)NC2CCCC2)c2ccccc2)no1 (stereo not given)
  -0.4 | 9 | 5 | -3 | -1 | -10 | 11 | -3.2 | -0.2 | -5
> Cc1[nH]nc(N)c1-c1ccc(Cl)cc1
  0.3 | 5 | -12 | -2 | 0 | 0 | -4 | nt | -4.4 | -4

(continued)
SMILES	UGM FP inh	GDH-TPI inh	CCHF vOTU inh	Rv3671c inh	Mtb FBA inh	DUSP3 inh	BoNT F protease	Mtb BioA inh	FadD28 binding	MazEF act
COc1ccc(/C=N/NC(=O)c2ccc(Br)o2)cc1Cn1cc([N+](=O)[O-])cn1	2.3	15	-12	-12	1	1	-3	0.5	-2.3	5
O=C(Nc1ccc(S(=O)(=O)N2CCCCC2)cc1)c1ccco1	-0.6	0	-3	5	0	7	4	2.1	-1.0	8
O=C1NC(=O)N(c2ccccc2F)C(=O)/C1=C/c1ccc(Sc2nc3ccccc3[nH]2)o1	-8.6	6	7	-156	0	24	-3	1.6	1.1	-37
COc1ccccc1CCC(=O)Nc1nccs1	-2.5	4	-10	4	3	10	2	-1.3	-0.5	7
CCCCSc1nc(C)cc(C)c1S(=O)(=O)c1ccccc1C	1.8	-2	5	0	3	21	6	0.4	-0.2	2
COc1cccc(CNC(=O)C2CCN(c3nn4c(=O)cc(C)nc4s3)CC2)c1	0.2	2	-14	-10	1	68	-3	-1.2	1.6	7
Cc1ccc(S(=O)(=O)NCCCNS(=O)(=O)c2ccccc2[N+](=O)[O-])cc1	-1.1	21	0	-7	0	2	7	-2.9	-0.3	4
COc1ccc2c(C(=O)c3ccc(Cl)cc3)n(CCCC(N)=O)[n+]([O-])c2c1	-2.0	14	-2	0	1	nt	-2	-2.3	-1.3	10
CCOC(=O)c1c(C(C#N)C#N)cc(C)nc1C	4.7	35*	8	9	1	-10	-2	nt	-1.7	-5
CC(=O)CCc1oc2ccc(C)cc2c1-c1ccccc1	-2.0	1	-5	-9	-5	-6	?	1.1	-1.6	0
CCOCCCNC(=O)c1ccc(Br)cc1	-0.4	-4	6	1	-2	15	10	-0.7	-5.2	-1
O=C(CCNC(=O)c1ccccc1)N=Nc1c(O)[nH]c2ccccc12	1.5	nt	1	-4	nt	37	nt	nt	nt	nt
CC1CCCC(NC(=O)COC(=O)/C=C/c2ccco2)C1C (stereo not given)	3.3	-2	7	5	-1	nt	nt	-0.5	0.8	12
O=C(NCCN1CCOCC1)C(=O)NCC1OCCN1C(=O)c1ccc(Cl)cc1 (stereo not given)	3.3	7	2	0	2	0	-12	-0.8	2.2	6
O=C(CCC(=O)N/N=C/c1ccc(Br)s1)NCc1ccccc1	3.1	10	3	1	-3	-8	0	-0.9	-3.2	8
O=C(COC(=O)C(Cc1ccccc1)NC(=O)c1ccccc1)c1ccccc1 (stereo not given)	1.8	9	-10	-5	-1	-1	-1	-1.0	-1.3	0
CC(C)CC(C(=O)NCC1CCCO1)N(C(=O)Cn1nnc(-c2ccc(F)cc2)n1)c1ccccc1F (stereo not given)	-1.6	-10	13	7	-2	13	-9	0.5	-3.4	-1
NC(=O)c1ccc(SCC(=O)OCC(=O)NC2CCCCCCC2)c([N+](=O)[O-])c1	-0.8	0	17	-9	2	nt	-2	0.7	-0.3	2
O=c1[nH]c(=O)n([C@H]2C[C@H](O)[C@@H](CO)O2)cc1F	-1.4	-3	6	5	-1	5	-13	1.0	-4.6	1
CN(C1CCCCC1)C(CNS(=O)(=O)c1ccccc1)c1ccccc1 (stereo not given)	3.5	4	-6	-1	-1	53*	5	-0.9	-0.7	10
Cc1[nH]c2ccc(Br)cc2c(=O)c1CN1CCCCC1	-1.6	-10	-4	-8	-8	36	52*	-0.3	-5.0	5
Cc1nnc2ccc(-c3ccc(NS(=O)(=O)c4ccc(Cl)s4)cc3)nn12	-4.3	7	5	1	16	nt	-1	-1.1	-1.2	6
COc1cc(C(=O)NCc2ccc(-c3nc4ccccc4o3)cc2)cc(OC)c1OC	2.2	4	17	-3	8	0	-16	-0.7	-1.2	-3
CN(C(=O)COC(=O)CSCc1cccc(Cl)c1)c1c(N)n(Cc2ccccc2)c(=O)[nH]c1=O	0.6	5	-1	-12	0	nt	2	-0.1	-2.5	0
Cc1nc(CN(C)C(=O)c2cc(COc3ccc4ncccc4c3)on2)cs1	0.7	3	0	2	-1	22	-6	nt	-0.3	-15
Nc1nc(-c2ccco2)nn1S(=O)(=O)c1ccccc1	1.8	4	-7	-4	-2	25	-3	nt	-1.8	2
